# V1aR counter = activates human V1a receptor in oxytocin agonist counter-screen; P37288; CHO-V1R cells, Fluo-8 calcium fluorescence, agonist mode; 0% DMSO, 100% 3 nM vasopressin; activation, % at 3 µM; 0.25% of 320,000 active; AID 2797;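 active = activation above the mean activation of all tested compounds plus 3 SD, per screening run, cut at about 20% in these data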;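 note: signal is peak over basal fluorescence ratio across a 100 second FLIPR read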
# OXTR potentiate = potentiates the human oxytocin receptor response; P30559; activation, % at 3 µM; 0.061% of 320,000 active; AID 2445; CHO-OTR cells, Fluo-8 calcium fluorescence, potentiator mode; 0% = oxytocin EC15, 100% = EC100;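 active = activation above that plate's cutoff, the mean activation of tested compounds plus 3 SD, cut at about 6.6% in these data, passing the limit was not always enough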;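 note: 100% uses oxytocin at 75 nM as the full agonist control; some results filed as inactive read as strong as hits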
# Target sequence (P30559 whole entry, looked up): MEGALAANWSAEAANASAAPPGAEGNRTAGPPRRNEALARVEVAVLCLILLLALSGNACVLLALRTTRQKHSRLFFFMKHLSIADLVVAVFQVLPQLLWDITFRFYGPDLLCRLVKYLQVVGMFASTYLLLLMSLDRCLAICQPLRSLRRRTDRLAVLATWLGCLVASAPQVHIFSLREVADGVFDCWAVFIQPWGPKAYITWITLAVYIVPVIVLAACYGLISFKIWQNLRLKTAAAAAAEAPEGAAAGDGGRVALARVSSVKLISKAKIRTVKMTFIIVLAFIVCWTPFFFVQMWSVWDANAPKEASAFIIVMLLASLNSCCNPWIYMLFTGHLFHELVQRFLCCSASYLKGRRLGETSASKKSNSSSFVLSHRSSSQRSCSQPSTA
#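 System: human OTR in CHO cells; Also added: sub-maximal oxytocin, roughly EC15; Timing: compound 6 min at room temperature before oxytocin, 100 s read; Technique: Fluo-8 intracellular calcium fluorescence, ex 470-495, em 515-575 nm; Controls: oxytocin EC15 low and EC100 high; Replication: singlicate.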
# TAAR1 antagonist = human TAAR1 antagonism; Q96RJ0; CHO RD-HGA16 TAAR1, Fluo-8 calcium fluorescence, antagonist; inhibition, % at 3 µM; 1.5% of 360,000 active; AID 624466;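 active = inhibition above a per-plate cutoff, the mean inhibition of test compounds on that plate plus 3 SD, cut at about 49% in these data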;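 note: 0% = DMSO plus EC80 beta-PEA response and 100% = DMSO alone without agonist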
# Target sequence (Q96RJ0 whole entry, looked up): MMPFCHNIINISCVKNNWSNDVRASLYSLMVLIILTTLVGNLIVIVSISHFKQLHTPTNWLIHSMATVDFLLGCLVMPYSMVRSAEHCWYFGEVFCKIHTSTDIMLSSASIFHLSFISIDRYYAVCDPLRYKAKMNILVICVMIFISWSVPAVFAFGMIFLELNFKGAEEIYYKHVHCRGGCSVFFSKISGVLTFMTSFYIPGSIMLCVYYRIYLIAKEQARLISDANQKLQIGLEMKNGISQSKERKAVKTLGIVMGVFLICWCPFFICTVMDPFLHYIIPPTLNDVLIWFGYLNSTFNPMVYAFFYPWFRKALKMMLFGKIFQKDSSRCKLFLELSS
#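 Assay system: CHO-derived RD-HGA16 cells stably expressing human TAAR1 plus Gα16. Timing: 140 s kinetic read after compound, 140 s after agonist. Technique: kinetic Fluo-8 calcium fluorescence measurement. Measure: % inhibition of agonist calcium response.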
# CHRM1 agonist = agonists of human M1 muscarinic receptor; P11229; CHO-K1 hM1, Fluo-8 calcium fluorescence, agonist mode; 0% DMSO, 100% acetylcholine EC100; activation, % at 3 µM; 0.33% of 360,000 active; AID 588814;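 active = activation above the run's mean compound activation plus 3 SD, cut at about 16% in these data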;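 note: peak over basal fluorescence ratio within a 140 s kinetic read after compound addition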
# CHO parental Ca = counter-screen: ATP calcium response change in parental CHO cells; 0.63% of 330,000 active; inhibition, % at 5.6 µM; AID 463079; parental CHO-K1, ATP-induced calcium, Fluo-8 fluorescence;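 active = inhibition above that plate's mean sample inhibition plus 3 SD, cut at about 26% in these data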;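 note: 0% = ATP-challenged DMSO wells and 100% = DMSO wells without ATP; some compounds past the cut are filed as inactive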
#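 Assay system: untransfected parental CHO cell line. Also added: ATP agonist challenge. Dosing: one dose, 5.6 µM nominal. Measured by: Fluo-8 fluorescence. Read-out: % inhibition. Benchmarks: ATP wells versus no-ATP DMSO wells. Repeats: no replicates.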
# CHO-K1 Ca ag = nonselective activator or artifact in parental CHO-K1 cells; AID 602248; activation, % at 3 µM; Fluo-8 calcium fluorescence; scaled to maximal ATP response, vehicle zero; 0.48% of 360,000 active; in the data active = activation above about 15%;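 note: untransfected CHO-K1 host cells lacking M1 receptor as counterscreen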
# CHO-K1 Ca PAM = M1 PAM counterscreen hit in parental CHO-K1 cells; ATP EC20, Fluo-8 calcium fluorescence; 0% at ATP EC20, 100% at ATP max; activation, % at 3 µM; 0.02% of 360,000 active; AID 602247;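 active = activation above the run cutoff, the mean activation of all test compounds plus 3 SD, cut at about 40% in these data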;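 note: peak over basal fluorescence ratio in a 140 s read after ATP addition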
# CHO-K1 Ca antag = counter-screen for M1 antagonists: effect in parental CHO-K1 cells; 0.6% of 360,000 active; inhibition, % at 3 µM; AID 602250; ATP-induced calcium, Fluo-8 fluorescence;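 active = inhibition above a per-plate cutoff, the plate's mean sample inhibition plus 3 SD, cut at about 24% in these data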;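 note: 0% = DMSO plus EC80 ATP and 100% = DMSO alone without ATP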
# TAAR1 agonist = human TAAR1 agonism; AID 624467; activation, % at 3 µM; CHO RD-HGA16 TAAR1, Fluo-8 calcium fluorescence; vehicle wells 0%, saturating PEA agonist 100%; 0.99% of 360,000 active; Q96RJ0;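 active = activation above the mean activation of all test compounds in the run plus 3 SD, cut at about 38% in these data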
#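 Signal – calcium-sensitive Fluo-8 signal, excitation 470-495, emission 515-575 nm · System – RD-HGA16 (CHO) cells co-expressing Gα16 and hTAAR1 · Incubation – 17-24 h seeding, 75 min 37 °C dye, 30 min RT · Compound dosing – 3 µM single concentration · Repeats – no replicates (n 1)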
# * = called active by the depositor; . = no result given.
1. O=C(CSc1nc(-c2ccccc2)cs1)Nc1nccs1
2. O=C(CCS(=O)(=O)c1ccc(Br)cc1)N1CCN(c2ccc(F)cc2)CC1
3. CCOC(=O)c1c(C)[nH]c(C(=O)N(C)CC(=O)Nc2ccc(OC)cc2)c1C
4. O=C(Nc1ccccc1C(=O)N1CCCC1)c1ccc(Cl)cc1Cl
5. Fc1ccccc1N=C1NN=C(c2ccccc2)CS1
6. COC(=O)c1c(C)[nH]c(C(=O)CSc2ccc(Cl)cc2)c1C
7. O=C(NCc1ccc(F)cc1)C1CCCN1S(=O)(=O)c1cccc2nsnc12 (stereo unspecified)
8. CC(=O)N/N=C(\C)CC(=O)Nc1cccc(C(F)(F)F)c1

assay / compound	1	2	3	4	5	6	7	8
V1aR counter	-0.2	5.9	0.1	0.4	1.0	7.3	0.9	1.1
OXTR potentiate	-10	-9	2	-17	-4	-21	-4	-5
TAAR1 antagonist	7	5	-1	-10	5	42	-15	13
CHRM1 agonist	-2	-1	-4	-1	-1	3	-2	-6
CHO parental Ca	11	-12	-11	-18	3	5	-24	-6
CHO-K1 Ca ag	1.9	6.0	0.3	0.2	0.7	0.5	0.7	0.1
CHO-K1 Ca PAM	12	11	8	-9	-6	-11	-6	-7
CHO-K1 Ca antag	-1	-15	-3	-3	-7	7	-4	4
TAAR1 agonist	11	0	2	4	0	15	7	5

9. Cc1ccc(S(=O)(=O)N/N=C/c2ccc(O)cc2O)cc1[N+](=O)[O-]
10. N/C(=N\c1nc(CSc2ccc(Cl)cc2)cc(=O)[nH]1)Nc1cccc2ccccc12
11. Cc1cc(N2CCN(S(=O)(=O)c3ccccc3)CC2)c2ccccc2n1
12. Cc1[nH]c2ccccc2c1N=Nc1ccccc1C(=O)O
13. CC(C)CN(C(=O)CSc1nnc2c(Cl)cc(C(F)(F)F)cn12)C1CCS(=O)(=O)C1 (stereo unspecified)
14. Cc1cc2oc(=O)cc(CN3CCCC3)c2cc1Cl
15. Cc1ccccc1S(=O)(=O)NC1=NCCCCC1
16. CN(CC1CCCN(CCc2ccccc2F)C1)C(=O)c1ccoc1 (stereo unspecified)

assay / compound	9	10	11	12	13	14	15	16
V1aR counter	1.1	0.4	2.4	1.5	0.5	.	0.1	-0.1
OXTR potentiate	-17	-4	-10	-8	-8	.	-5	-5
TAAR1 antagonist	-10	-7	3	-8	-16	-10	-3	-17
CHRM1 agonist	-1	-1	-11	-5	-5	-7	-10	-5
CHO parental Ca	-7	0	-25	4	-7	.	0	-13
CHO-K1 Ca ag	0.4	2.3	7.7	1.1	0.2	0.2	0.3	-0.4
CHO-K1 Ca PAM	-10	25	-10	11	11	14	18	1
CHO-K1 Ca antag	-16	-11	-2	-5	-12	1	-9	-13
TAAR1 agonist	6	3	11	-1	12	1	7	1

17. CCCNC(=O)C1(C)CCCN(CC(=O)c2ccc3c(c2)OCCO3)C1 (stereo unspecified)
18. COCCOC(=O)/C=C1/NC(=O)CS1
19. CCOc1cccc(Nc2cc3n(c(=O)n2)CCc2cc(OC)c(OC)cc2-3)c1
20. Cc1ccc(NS(=O)(=O)c2ccc(C(=O)N3CCCC(C(F)(F)F)C3)cc2)cc1 (stereo unspecified)
21. Cc1ccc(C)c(S(=O)(=O)N2CCCCC2CCNC(=O)C(=O)NC2CCCC2)c1 (stereo unspecified)
22. COc1ccc(C2NC(=O)NC3=C2C(=O)CCC3)cc1 (stereo unspecified)
23. Cc1ccc2[nH]cc(/C=C/c3cc[n+](C)cc3)c2c1
24. COc1ccc(-c2nn(-c3ccccc3)cc2/C=C(\C#N)S(=O)(=O)c2ccccc2)cc1OC

assay / compound	17	18	19	20	21	22	23	24
V1aR counter	.	0.6	-0.7	49*	0.7	0.3	.	0.0
OXTR potentiate	.	-6	-6	-26	-6	-11	.	-1
TAAR1 antagonist	-10	3	-4	89*	-9	-5	-9	-10
CHRM1 agonist	-5	-1	-4	45*	-4	-3	-3	-3
CHO parental Ca	.	11	-6	31	-35	-4	.	-12
CHO-K1 Ca ag	0.3	-0.1	1.5	39*	0.5	-0.1	0.8	0.0
CHO-K1 Ca PAM	11	10	9	-10	0	-22	8	-9
CHO-K1 Ca antag	-10	-6	-6	9	10	8	-14	4
TAAR1 agonist	2	7	11	142*	2	4	18	1

25. Cc1ccc(-c2noc(CCC(=O)NCc3ccccc3CN3CCOCC3)n2)cc1
26. Cn1c(=O)c2cc(NC(=S)NC3CC3)ccc2n1C/C=C/c1ccccc1
27. CCC(OC(=O)c1cccs1)C(=O)NCc1ccco1 (stereo unspecified)
28. CCOc1ccc(CCNC(=O)C2CCN(S(=O)(=O)CC)CC2)cc1OCC
29. CN(N)C(=S)Nc1ccc(F)cc1
30. O=P(c1ccccc1)(c1ccccc1)C1CCCO1 (stereo unspecified)
31. O=C(COC(=O)c1ccccc1S(=O)(=O)N1CCCCC1)NCC(F)(F)F
32. O=S(=O)(CCN1CCN(c2ccccc2O)CC1)c1cc(Cl)ccc1Cl

assay / compound	25	26	27	28	29	30	31	32
V1aR counter	1.2	.	0.0	0.1	0.0	-0.1	0.1	.
OXTR potentiate	1	.	-10	3	-18	-8	-9	.
TAAR1 antagonist	-11	-11	-17	0	-17	8	-5	-10
CHRM1 agonist	-6	-2	-3	-4	-3	0	1	-2
CHO parental Ca	-2	.	-14	1	-12	-5	-18	.
CHO-K1 Ca ag	1.5	0.3	0.1	0.3	0.1	-0.4	0.3	10
CHO-K1 Ca PAM	-14	7	-11	12	-9	22	-4	0
CHO-K1 Ca antag	-10	0	-8	-13	-6	0	2	7
TAAR1 agonist	-2	2	0	8	0	4	1	1

# Sorted by length of the SMILES (low to high): part of the list above
29. CN(N)C(=S)Nc1ccc(F)cc1
18. COCCOC(=O)/C=C1/NC(=O)CS1
30. O=P(c1ccccc1)(c1ccccc1)C1CCCO1 (stereo unspecified)
27. CCC(OC(=O)c1cccs1)C(=O)NCc1ccco1 (stereo unspecified)
22. COc1ccc(C2NC(=O)NC3=C2C(=O)CCC3)cc1 (stereo unspecified)
23. Cc1ccc2[nH]cc(/C=C/c3cc[n+](C)cc3)c2c1
32. O=S(=O)(CCN1CCN(c2ccccc2O)CC1)c1cc(Cl)ccc1Cl
26. Cn1c(=O)c2cc(NC(=S)NC3CC3)ccc2n1C/C=C/c1ccccc1
25. Cc1ccc(-c2noc(CCC(=O)NCc3ccccc3CN3CCOCC3)n2)cc1
21. Cc1ccc(C)c(S(=O)(=O)N2CCCCC2CCNC(=O)C(=O)NC2CCCC2)c1 (stereo unspecified)

assay / compound	29	18	30	27	22	23	32	26	25	21
V1aR counter	0.0	0.6	-0.1	0.0	0.3	.	.	.	1.2	0.7
OXTR potentiate	-18	-6	-8	-10	-11	.	.	.	1	-6
TAAR1 antagonist	-17	3	8	-17	-5	-9	-10	-11	-11	-9
CHRM1 agonist	-3	-1	0	-3	-3	-3	-2	-2	-6	-4
CHO parental Ca	-12	11	-5	-14	-4	.	.	.	-2	-35
CHO-K1 Ca ag	0.1	-0.1	-0.4	0.1	-0.1	0.8	10	0.3	1.5	0.5
CHO-K1 Ca PAM	-9	10	22	-11	-22	8	0	7	-14	0
CHO-K1 Ca antag	-6	-6	0	-8	8	-14	7	0	-10	10
TAAR1 agonist	0	7	4	0	4	18	1	2	-2	2

20. Cc1ccc(NS(=O)(=O)c2ccc(C(=O)N3CCCC(C(F)(F)F)C3)cc2)cc1 (stereo unspecified)
24. COc1ccc(-c2nn(-c3ccccc3)cc2/C=C(\C#N)S(=O)(=O)c2ccccc2)cc1OC

assay / compound	20	24
V1aR counter	49*	0.0
OXTR potentiate	-26	-1
TAAR1 antagonist	89*	-10
CHRM1 agonist	45*	-3
CHO parental Ca	31	-12
CHO-K1 Ca ag	39*	0.0
CHO-K1 Ca PAM	-10	-9
CHO-K1 Ca antag	9	4
TAAR1 agonist	142*	1

# (further entries)
33. COc1ccc(CC(N)c2csc(NC(=O)Nc3ccccc3C(C)(C)C)n2)cc1 (stereo unspecified)
34. COc1cc(C(=O)O)ccc1OCc1c(C)noc1C
35. Cc1cc(C)c(C#N)c(SCCS(=O)(=O)Cc2ccc(Cl)cc2)n1
36. Cc1cc(C)nc(SCC(=O)Nc2ccc(S(=O)(=O)NC(C)(C)C)cc2)n1
37. Cc1ccc(CNC(=O)c2ccc(N3CCC4(CC3)CC(c3ccccc3)=NO4)c(N)c2)cc1
38. O=C(O)C1=NN(c2ccccc2)C(=O)CC1
39. COc1ccc2[nH]c3c(c2c1)CCN1C(=O)C(CC(=O)NC(C)(C)C)C[C@H](C(=O)N2CCOCC2)[C@@]31CCC1CCCC1 (stereo partly specified)
40. N#CC1=C(N)Oc2n[nH]c(-c3cccnc3)c2C1c1ccc([N+](=O)[O-])o1 (stereo unspecified)

assay / compound	33	34	35	36	37	38	39	40
V1aR counter	.	2.1	0.0	5.8	0.1	0.8	.	-0.8
OXTR potentiate	.	2	-11	-12	-10	1	.	-5
TAAR1 antagonist	30	3	-7	4	-4	-24	-12	0
CHRM1 agonist	5	-5	-3	4	-1	0	-8	-4
CHO parental Ca	.	-2	-26	-14	5	8	-11	8
CHO-K1 Ca ag	0.9	0.2	0.5	6.8	0.1	0.4	0.1	2.8
CHO-K1 Ca PAM	-12	-2	7	3	-12	6	18	14
CHO-K1 Ca antag	13	8	0	7	17	2	-14	-7
TAAR1 agonist	29	15	5	7	10	2	1	1

41. CCN(CC)CCCNC(=O)CSc1nc(C)cc(C)n1
42. CCOC(=O)c1ccc(Nc2ncnc3c2cnn3C)cc1
43. CC(C)(C)NC(=O)CN(C(=O)C1CSC(=O)C1)c1ccccc1F (stereo unspecified)
44. C=CCNC(=O)COc1ccccc1C#N

assay / compound	41	42	43	44
V1aR counter	1.1	2.4	0.6	-0.2
OXTR potentiate	1	-10	2	-6
TAAR1 antagonist	-1	-8	-5	5
CHRM1 agonist	-10	3	-4	-4
CHO parental Ca	-8	-14	-14	-5
CHO-K1 Ca ag	-0.4	3.3	0.2	0.4
CHO-K1 Ca PAM	5	-14	12	17
CHO-K1 Ca antag	-6	-3	-9	-16
TAAR1 agonist	-1	2	13	1

# Not a hit list, and some 3.3% of all compounds hit somewhere here.
